IMPase Li inh: cell-permeable IMPase inhibitors with lithium potentiation; CHO-M1 cells, IP1 TR-FRET (IP-One), carbachol + lithium; Potency, µM (series often up to 59.4 µM), for the others: at the highest dose activity, negative = IMPase inhibition, usual class: inhibitors; 210,000 compounds, 0.35% hits; AID 1457;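 note: IP1 builds up when IMPase is blocked and the TR-FRET signal falls; potency is the fitted concentration of half-maximal effect; plate controls were basal vehicle for no effect and high inhibitor control for full effect; nearly all actives have a fitted effect of over 50% in size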
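IP1 accumulation measured by competitive TR-FRET in lysed CHO-M1 cells after 30 min compound exposure at 37C, with a small lithium addition to potentiate weak responses. Hill-equation AC50 from ratio and donor-channel data.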
KinaseGlo FLuc: counter-screen: inhibitors of Kinase-Glo firefly luciferase; Q27757; Kinase-Glo luciferase, ATP luminescence, 8 min; Potency, µM (highest dose often 38.3 µM), without a hit: at the top dose activity change, negative = inhibition, most hits filed as inhibitors; 200,000 compounds, 0.28% hits; AID 1379; note: potency is the fitted concentration of half-maximal effect; % is set by controls: 0 for no effect and ±100 for the full control effect; nearly all actives have a fitted effect of over 60% in size
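Light output from Kinase-Glo luciferase with luciferin and 10 uM ATP in 50 mM imidazole pH 7.2, KCl, MgCl2, Tween 20, BSA; compound pin-delivered, 8-min ambient incubation, then luminescence read.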
HTT cytoprotect: protects HTT-Q103 PC12 cells, measured by ATP. Potency, µM (series often up to 56.4 µM), inactives show cytoprotection (ATP increase), most hits filed as activators. 230,000 compounds, 0.14% hits. PC12 HTT-Q103 induced, cytoprotection, ATP luminescence, 40 h;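 note: potency is the fitted concentration of half-maximal effect; % of control where 0% means no effect; nearly all actives have a fitted effect of over 45% in size; toxic huntingtin expression switched on by the ecdysone agonist tebufenozide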
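Readout: ATPlite luminescence (ATP level). Model: stable PC12, inducible Htt exon1 Q103-GFP. Inducer: tebufenozide, 100 nM final. Compounds: dose series. No G418 in medium.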
SMN2 splice enh: increases expression of the SMN2 splice variant. HEK293 SMN2-luciferase splicing reporter, luminescence, 30-36 h. Potency, µM (series often up to 46.1 µM), for the others: at the highest dose activity change, positive = activation, actives largely listed as activators. 210,000 compounds, 2.8% hits; note: potency is the fitted concentration of half-maximal effect; % of control where 0% means no effect; nearly all actives have a fitted effect of over 55% in size
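HEK293 cells carry an SMN2 […]–luciferase reporter in which exon 7 inclusion puts luciferase in frame. Cells were plated 10-12 h before compound addition, then incubated 30-36 h at 37C. ONE-Glo luminescence was read; sodium butyrate at 4.5 mM final served as control.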
HttQ103 aggreg: mutant huntingtin aggregation inhibition; PC12 HttQ103-GFP aggregates, Acumen cytometry, 40 h; Potency, µM (highest dose often 46.1 µM), without a hit: at the top dose activity change, negative = inhibition, actives largely listed as inhibitors; 220,000 compounds, 1.1% hits; AID 1688; note: potency is the fitted concentration of half-maximal effect; % is set by controls: 0 for no effect and ±100 for the full control effect; nearly all actives have a fitted effect of over 60% in size
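Using laser scanning cytometry, GFP-positive aggregates were counted after lysis of PC12 cells induced with 100 nM tebufenozide to express HTT exon 1 Q103–GFP. Compounds were tested in titration.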
CBFb RUNX1 block: CBF-beta/RUNX1 interaction disruption. 230,000 tested, under 10 active. Potency, µM (series often up to 59.8 µM), without a hit: at the top dose activity, negative = inhibition, usual class: inhibitors. AlphaScreen CBFb-His/RUNX1-biotin binding, biochemical. Q01196+Q13951; note: % of control where 0% means no effect
Target sequence (Q01196 whole entry, looked up): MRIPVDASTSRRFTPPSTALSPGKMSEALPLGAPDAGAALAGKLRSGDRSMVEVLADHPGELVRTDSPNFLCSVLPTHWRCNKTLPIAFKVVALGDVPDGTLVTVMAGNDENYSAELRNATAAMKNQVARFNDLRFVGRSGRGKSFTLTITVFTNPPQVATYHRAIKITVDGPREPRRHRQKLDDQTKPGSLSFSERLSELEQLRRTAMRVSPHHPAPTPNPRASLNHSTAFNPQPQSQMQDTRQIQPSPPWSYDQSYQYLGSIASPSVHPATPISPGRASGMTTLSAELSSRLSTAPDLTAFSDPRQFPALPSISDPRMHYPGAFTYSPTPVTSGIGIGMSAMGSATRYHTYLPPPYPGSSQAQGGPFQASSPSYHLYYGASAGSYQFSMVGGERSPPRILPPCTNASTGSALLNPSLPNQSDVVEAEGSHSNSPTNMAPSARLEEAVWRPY
Target sequence (Q13951 whole entry, looked up): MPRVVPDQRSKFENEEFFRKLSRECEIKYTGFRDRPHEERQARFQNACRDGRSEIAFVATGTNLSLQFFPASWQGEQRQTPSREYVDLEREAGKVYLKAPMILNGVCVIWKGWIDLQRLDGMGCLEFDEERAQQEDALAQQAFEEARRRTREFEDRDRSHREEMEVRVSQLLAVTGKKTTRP
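Room-temperature protein-protein interaction test with 30 nM each of His-tagged CBF-beta and biotinylated RUNX1, 15 min with compound, then 90 min with nickel plus streptavidin beads. Signal read in AlphaScreen mode.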
LMNA splice mod: modulators of lamin A splicing. Potency, µM (highest dose often 46.1 µM), without a hit: at the top dose ratio change, negative = inhibition, actives largely listed as inhibitors. 200,000 compounds, 0.01% hits. AID 1487. HeLa LMNA splicing GFP/RFP minigene ratio, 48 h; active = well fitted inhibition curve with a large enough effect in the signal ratio, with a control signal flat, not every such curve was filed as active; inconclusive = small, poorly fitted or top-dose-only effect, or effect the other way, or a change in a side signal; the % refers to the signal ratio; note: potency is the fitted concentration of half-maximal effect; % is set by controls: 0 for no effect and ±100 for the full control effect
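S3 HeLa stable clones carrying a lamin A-EGFP splicing minigene plus DsRed2 were seeded at 600 cells/well in Opti-MEM with 2% FBS, pin-dosed and incubated 48 h at 37°C. Acumen cytometry (488 nm) gave the GFP/RFP total-intensity ratio.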
Numbers without * were called inactive; ? = inconclusive; . = no result given; [ ] = dose if it differs, or a comment. Unless noted, calls come from the whole dose curve; as a rule, active = well fitted curve in the direction sought with a large enough effect; inconclusive = small, poorly fitted or top-dose-only effect, or another doubt; inactive = no such curve, though single readings can be large; an effect the other way counts as inactive or inconclusive.

Values run as follows: IMPase Li inh	KinaseGlo FLuc	HTT cytoprotect	SMN2 splice enh	HttQ103 aggreg	CBFb RUNX1 block	LMNA splice mod
- CCCCN(C)CCCNC(=O)CS(=O)Cc1nc(-c2ccc(OC)c(OC)c2)oc1C (configuration not stated)
    -21%[38.3 µM]	-6%	10%	2%	0%	3%	5%
- C=CCSc1nnc(-c2cnn(-c3ccccc3)c2-n2cccc2)n1C
    53%[activator][38.3 µM]	-3%	16%	-3%	-11%	1%	15%
- O=[N+]([O-])c1ccc(/C=N/Nc2ncc(-c3ccccc3)cn2)cc1
    7%	-1%	18%[10 µM]	0%	11%[9.22 µM]	-2%	?
- S=C(NCc1ccc(Cl)cc1)NC12CC3CC(CC(C3)C1)C2
    27%[38.3 µM]	-7%	-77%[inhibitor]	-52%[inhibitor]	?	9%	?
- COC(=O)C(C)N(c1ccc(C)cc1)S(=O)(=O)c1c(C)[nH]c(=O)[nH]c1=O (configuration not stated)
    24%[38.3 µM]	-3%	8%	19%	-7%	1%	-1%
- CC(C)S(=O)(=O)c1csc(NC(=O)Nc2ccc(Cl)cc2)c1
    .	.	11%[10 µM]	.	-8%[9.22 µM]	12%	?
- COc1ccc(OC)c(N/C(C)=C/C(=O)c2ccccc2)c1
    14%	-4%	-27%[10 µM]	188%	2%	-17%	-1%
- COc1ccccc1OCc1ccc(C(=O)N2CCN(C(=O)c3ccco3)CC2)cc1
    -15%[38.3 µM]	1%	-16%	1%	-5%	-1%	-4%
- COc1cccc(/C=N/NC(=O)CCc2n[nH]c(=O)[nH]c2=O)c1O
    7%	2%	9%[10 µM]	3%	12%	4%	-3%
- COc1ccc(S(=O)(=O)N(C)CC(=O)N2CCCCCC2)cc1OC
    12%[38.3 µM]	1%	-7%	21%	-12%	9%	12%
- COc1cc(NC(=O)COc2c(C)cc(C)cc2[N+](=O)[O-])c(OC)cc1Cl
    10%	-1%	-19%[10 µM]	1%	7%	-10%	0%
- Cc1cc2c(cc1S(=O)(=O)N1CCc3ccccc31)NC(=O)CO2
    13%	0%	-21%	-12%	-6%	-1%	-10%[9.22 µM]
- O=C(NCCCCNC(=O)c1c(F)c(F)c(F)c(F)c1F)c1c(F)c(F)c(F)c(F)c1F
    1%[38.3 µM]	2%	-26%[10 µM]	-7%	?	4%	12%
- O=c1[nH]c2c(c3c1CCCC3)CCCC2
    13%[38.3 µM]	4%	19%[10 µM]	?	6%	5%	3%
- CC(Sc1nnc2c(n1)C1CCC2(C)C1(C)C)C(=O)Nc1ccccc1 (configuration not stated)
    5%	2%	1%[10 µM]	-30%[inhibitor]	14%	4%	?
- COC(=O)c1ccc(S(=O)(=O)N2CCN(C)CC2)n1C
    .	.	-3%[10 µM]	.	-8%[9.22 µM]	9%	.
- COc1ccc(-c2c3c(=O)n(C)c(=O)n(C)c3cn2C2CCCCC2)cc1
    30%[38.3 µM]	1%	-25%	-34%[inhibitor]	?	-11%	?
- O=C(Nc1ccccc1-c1ccccc1)c1ccc(NC(=O)c2ccco2)cc1
    41%[activator][38.3 µM]	16%	7%	-5%	12%	1%	-14%
- CSCCC1C(C#N)=C(N)Oc2n[nH]c(-c3cccs3)c21 (configuration not stated)
    .	.	-12%	.	16%	-1%	1%
- CCOC(=O)CC(=O)NC(C)(C)CCCCC(C)(C)NC(=O)CC(=O)OCC
    .	.	5%[10 µM]	.	2%[9.22 µM]	2%	.
- COc1ccc(C(C(=O)NC2CCCC2)N2CCc3ccccc32)cc1 (configuration not stated)
    22%[38.3 µM]	-2%	-13%	-11%	7%	13%	-6%
- COc1ccc(CCNC(=O)/C=C/c2ccc(C)cc2)cc1OC
    18%[38.3 µM]	4%	-18%	-7%	14%	2%	-1%
- O/N=C/c1cc(Br)ccc1OCc1cccc(F)c1
    -3%[38.3 µM]	0%	1%	-17%	-7%	7%	9%
- Cc1cc(N2CCN(c3ccccc3)CC2)nc(-n2nc(C)cc2C)n1
    1%[38.3 µM]	5%	-37%[inhibitor][0.074 µM]	-21%	3%	-11%	?
- NC(=O)CC(NC(=O)Cc1ccc(Br)cc1)c1ccc(NCCc2ccc(Cl)cc2)c([N+](=O)[O-])c1 (configuration not stated)
    .	.	-9%[10 µM]	.	-29%[9.22 µM]	-1%	.
- COc1ccccc1NS(=O)(=O)c1ccc2oc(SCc3ccc(C#N)cc3)nc2c1
    7%	2%	12%[10 µM]	-76%[inhibitor]	-26%	2%	?
- COC(=O)CSc1nc(-c2ccccc2)nc2ccccc12
    -12%	1%	.	-1%	.	2%	.
- O=C1OCC2=C1C(c1ccc3c(c1)OCO3)Sc1ccccc1N2 (configuration not stated)
    -6%[38.3 µM]	0%	-7%	-8%	-26%	5%	?
- CCCCN1CCNC1=S
    .	.	5%[10 µM]	.	-1%[9.22 µM]	4%	.
- O=[N+]([O-])c1cc(C(F)(F)F)cc([N+](=O)[O-])c1NN=C1CCCCC1
    5%	3%	-15%[10 µM]	0%	27%	?	-4%
- CCNC(=O)CN(C1CCCCC1)S(C)(=O)=O
    3%	-2%	-14%[0.074 µM]	10%	13%	12%	-3%
- CN1CCN(c2ccc(Cl)cc2NC(=O)c2ccc(=O)n(C)n2)CC1
    15%	6%	10%[10 µM]	-10%	?	-2%	?
- COc1cc2c(cc1OC)C1N(CC2)C(=O)CCC12C(=O)CCCC2=O (configuration not stated)
    -2%	-3%	-2%	29%	.	-7%	.
- COc1cccc(CN2CCN(C(=O)c3ccc(-c4ccccc4)cc3)CC2)c1
    6%	-1%	4%[10 µM]	-22%	-24%	11%	?
- O=CN/N=C/c1c(O)ccc2ccccc12
    .	.	-31%[10 µM]	.	?	-10%	.
- O=C(Nc1cccc(Cl)c1)Nc1ccc2c(c1)C(=O)OC2
    -2%	2%	5%[10 µM]	-4%	-12%	0%	-1%
- COc1ccc(-n2c(Cc3cccn3C)nnc2SCC(=O)Nc2cccc(OC)c2)cc1
    5%	1%	23%[10 µM]	-3%	14%	-23%	-15%
- Fc1ccccc1NC(=S)N/N=C/c1ccccc1Br
    39%[activator][38.3 µM]	-3%	-3%	11µM*	-1%	-6%	4%
- O=C(c1cccs1)N1CCCc2ccccc21
    13%[38.3 µM]	5%	5%	26%	10%	2%	4%
- CCNc1nc(NC(C)C)nc(OCCOC(=O)c2ccccc2)n1
    7%	0%	-8%[10 µM]	-8%	8%	0%	-4%

As a short view, part of the list above.
Values run as follows: IMPase Li inh	KinaseGlo FLuc	HTT cytoprotect	SMN2 splice enh	HttQ103 aggreg	CBFb RUNX1 block	LMNA splice mod
- COc1ccc(C(C(=O)NC2CCCC2)N2CCc3ccccc32)cc1 (configuration not stated)
    22%[38.3 µM]	-2%	-13%	-11%	7%	13%	-6%
- COc1ccc(CCNC(=O)/C=C/c2ccc(C)cc2)cc1OC
    18%[38.3 µM]	4%	-18%	-7%	14%	2%	-1%
- O/N=C/c1cc(Br)ccc1OCc1cccc(F)c1
    -3%[38.3 µM]	0%	1%	-17%	-7%	7%	9%

Going on with the list.
Values run as follows: IMPase Li inh	KinaseGlo FLuc	HTT cytoprotect	SMN2 splice enh	HttQ103 aggreg	CBFb RUNX1 block	LMNA splice mod
- O=C(c1cccc(C(F)(F)F)c1)N1CCCC1
    32%[activator][38.3 µM]	-2%	-1%	-8%	-11%	3%	6%
- On1nnc2cc(C(F)(F)F)ccc21
    -3%	0%	-19%	-2%	16%	-1%	5%[46 µM]
- Cc1ccc(S(=O)(=O)CCC(=O)Nc2ccc(S(=O)(=O)N(C)C)cc2)cc1
    -4%	3%	.	4%	7%	4%	.
- Cc1ccccc1CS(=O)(=O)c1nnc([C@H](Cc2ccccc2)NC(=O)OC(C)(C)C)o1
    18%[38.3 µM]	-3%	-131%[inhibitor]	5%	?	-1%	?
- COC(=O)N=Nc1c(O)n(Cc2ccccc2)c2ccccc12
    .	.	-20%[10 µM]	.	-2%[9.22 µM]	2%	.
- COc1ccc(-c2cc(C(F)(F)F)n3nc(C(=O)N4CCCCC4)cc3n2)cc1
    3%[38.3 µM]	-5%	-21%	-10%	-12%	5%	-1%
- CN1CCN(S(=O)(=O)c2ccc(-c3ccc(S(=O)(=O)N4CCN(C)CC4)cc3)cc2)CC1
    -5%[38.3 µM]	-6%	10%	-27%	14%	7%	3%
- CCOc1ccc(CNC23CN4CN(CN(C4)C2)C3)cc1
    -5%[38.3 µM]	-1%	-6%	-3%	-15%	-4%	?
- CC(=O)N/N=C/c1ccc(OCCOc2ccc(Br)cc2)cc1
    10%	3%	-4%[10 µM]	-12%	0%	-2%	5%
- COc1ccc(N=C/C=C2/C=C(c3ccccc3)OC(C)(C)O2)cc1
    17%	-3%	.	-1%	.	-19%	?
- Cc1cc(Cl)ccc1OC(C)C(=O)NCCCn1ccnc1 (configuration not stated)
    -1%	-2%	-34%[inhibitor]	-28%	-21%	-7%	.
- CCOc1cc(CNCCCN2CCOCC2)cc(Br)c1OCC(=O)Nc1cccc(C(F)(F)F)c1
    11%[38.3 µM]	-4%	-14%	-37%[inhibitor]	14%	4%	4%
- COCCn1c(NC(=S)NC(=O)C23CC4CC(CC(C4)C2)C3)cc(=O)[nH]c1=O
    .	.	2%[10 µM]	.	-9%[9.22 µM]	10%	.
- CCN(CC)S(=O)(=O)c1cc([N+](=O)[O-])ccc1NNC(=O)Nc1ccccc1OC
    1%[38.3 µM]	-3%	6%	14%	20%[9.22 µM]	-12%	10%
- COc1cc(CN2CCCC(C(=O)c3ccccc3SC)C2)cc(OC)c1 (configuration not stated)
    18%	-4%	11%[10 µM]	.	-1%[9.22 µM]	-4%	?
- Cc1ccc(CNc2ncnc3cc(Cl)ccc23)o1
    12%[38.3 µM]	-1%	-10%	-58%[inhibitor]	13µM*	-4%	?
- COc1ccc(CC(=O)Nc2cc(C)ccc2O)cc1OC
    .	.	22%[10 µM]	.	10%[9.22 µM]	1%	.
- CC(=O)Nc1ccc(S(=O)(=O)N2CCN(CC(O)COc3ccc4ccccc4c3)CC2)cc1 (configuration not stated)
    36%[activator][38.3 µM]	-1%	-3%	.	?	7%	?
- CCOc1ccc(CNC(=S)N/N=C/c2ccncc2)cc1
    7%	0%	-8%[10 µM]	1%	9%	-6%	-5%

High-throughput results from PubChem BioAssay.
